Source: PubChem (National Center for Advancing Translational Sciences (NCATS))
12-LOX inh: blocks human arachidonate 12S-lipoxygenase | AID 1671190 | 1.1% of 580,000 active | Potency, µM (top dose mostly 108 µM), for the others: at the highest dose activity change, negative = inhibition, most hits filed as inhibitors | P18054 | purified 12hLO, xylenol orange hydroperoxide absorbance; active means well fitted inhibition curve with a large enough effect; inconclusive means small, poorly fitted or top-dose-only effect, or another doubt; inactive means no such curve, though single readings can be large or run the other way
Target sequence (P18054 whole entry, looked up): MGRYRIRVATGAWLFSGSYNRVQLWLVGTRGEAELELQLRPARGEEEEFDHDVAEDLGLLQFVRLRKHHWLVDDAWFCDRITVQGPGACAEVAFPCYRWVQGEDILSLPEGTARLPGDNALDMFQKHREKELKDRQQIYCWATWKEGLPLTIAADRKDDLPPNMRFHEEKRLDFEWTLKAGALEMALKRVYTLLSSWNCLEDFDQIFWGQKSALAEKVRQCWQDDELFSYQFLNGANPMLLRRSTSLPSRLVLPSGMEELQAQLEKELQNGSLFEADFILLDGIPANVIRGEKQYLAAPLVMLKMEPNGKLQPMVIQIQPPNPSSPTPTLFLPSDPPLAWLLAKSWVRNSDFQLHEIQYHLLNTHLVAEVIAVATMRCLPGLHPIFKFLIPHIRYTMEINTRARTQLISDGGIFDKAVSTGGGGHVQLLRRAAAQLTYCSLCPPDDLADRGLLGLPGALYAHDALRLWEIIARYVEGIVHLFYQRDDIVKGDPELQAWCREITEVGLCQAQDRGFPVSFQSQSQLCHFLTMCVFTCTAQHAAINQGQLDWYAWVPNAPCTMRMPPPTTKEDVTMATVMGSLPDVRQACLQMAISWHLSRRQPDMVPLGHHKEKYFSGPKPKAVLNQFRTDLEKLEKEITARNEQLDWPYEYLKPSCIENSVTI
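Hydroperoxide product was detected by ferrous iron/xylenol orange as the 573 to 405 nm absorbance ratio. Arachidonic acid at 40 uM (final) was turned over for 30 min at room temperature by 150 nM human 12hLO, pH 7.0 Hepes buffer, after 15 min compound preincubation.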
* marks the source's active call; other numbers are inactive results; [ ] = dose if it differs, or a comment. On the % scale 0 is the no-effect control and ±100 the full control effect; potency means the concentration at half of the fitted maximal effect. These rows are one share of the data. The share of hits here may be higher or lower than overall.

Screening O=[S+]1([O-])NC2(CCCN(Cc3ccc(F)cc3)C2)CNc2ccccc21 (stereo not drawn) returned 12-LOX inh inconclusive.
`O=C([C@@H]1C[C@H](Oc2cccnc2)CN1C(=O)Cc1cccc(F)c1)N1CCOCC1` gave 12-LOX inh inconclusive.
For O=C(CCc1nc(C2CCCN2Cc2ccc3[nH]ccc3c2)no1)N1CCCC1 (stereo not drawn) the results were 12-LOX inh 17%.
Screening CCCCN1C(=O)N2Cc3ccccc3C2CS1(=O)=O (stereo not drawn) returned 12-LOX inh -21%.
Screening O=C(Nc1ccccn1)c1cc(-c2ccco2)nc2ccccc12 returned 12-LOX inh 40µM*.
COc1ccc(N2Cc3c(NCC(C)(C)C)ncnc3N(C)CC2=O)cc1 was read as 12-LOX inh -4%.
For Clc1cccc(CNCCOc2ccccn2)c1 the results were 12-LOX inh -42%.
COCCc1noc(-c2ccccc2OC2CN(C(=O)Nc3ccccc3)C2)n1 was read as 12-LOX inh 6%.
`c1ccc2[nH]c(C3CCC(Cn4cc(-c5cncnc5)nn4)CC3)nc2c1` (stereo not drawn) gave 12-LOX inh 3%.
Cc1ccccc1NC(=O)c1ccc2c(c1)OCCN(C1CCC1)C2 was read as 12-LOX inh 55%[activator][176 µM].
Screening CCc1c(C)sc2c1c1nc(-c3ccccc3)nn1c(=O)n2CC(=O)N1CCCC1 returned 12-LOX inh 6%.
For COc1cccc(/C=C/C(=O)NCC(F)(F)F)c1 the results were 12-LOX inh -3%.
Screening CCCNC(=O)C(NC(=O)c1ccc(OC)cc1)C1CCN(C(=O)c2ccc3c(c2)OCO3)CC1 (stereo not drawn) returned 12-LOX inh inconclusive.
For CCCCN1C(=O)[C@@H]2C[C@@H](O)CN2C2(CN(C(C)C)C2)C1=O the results were 12-LOX inh 6%[176 µM].
CSCc1ccc(C(=O)N[C@H]2[C@@H]3CCO[C@@H]3[C@@H]2C2CCCC2)o1 was read as 12-LOX inh 42%[activator].
For Cc1cc(C)c2c(=O)cc(C(=O)Nc3onc4c3CC(C)CC4)oc2c1 (stereo not drawn) the results were 12-LOX inh 19%.
Screening Cc1cnc(C)c(-c2ccc(F)c3c2OC(CNC(=O)Cc2c(F)cccc2F)C3)n1 (stereo not drawn) returned 12-LOX inh -10%.
Screening CN(c1ccccc1)S(=O)(=O)c1cccc(C(=O)N2CCN(c3ncccn3)CC2)c1 returned 12-LOX inh 11%.
`CCOC(=O)N1CCN(C(=O)C[C@H]2C[C@@]3(C(=O)OC)C(=C[C@H](C(C)C)O[C@@H]3C3CC3)N(Cc3ccccc3)C2=O)CC1` gave 12-LOX inh 6%.
For Cc1cccc(C(=O)Nc2ccc(Cl)cc2C(F)(F)F)c1C the results were 12-LOX inh -6%.
For COc1ccccc1NC(=O)CCc1c[nH]c2ccccc12 the results were 12-LOX inh 7%.
`CC(C)(C)c1ccc(C(=O)N2C[C@@H](CO)[C@H](c3ccccn3)C2)cc1` gave 12-LOX inh 12%.
`O=C(NC(Nc1ccc(Cl)cc1)C(=O)c1ccccc1)c1ccccc1` (stereo not drawn) gave 12-LOX inh 4%.
For Cc1cc(C)c(S(=O)(=O)NCC(c2cccnc2)S(=O)(=O)c2ccccc2)c(C)c1 (stereo not drawn) the results were 12-LOX inh -24%.
`N[C@@]1(C(=O)O)CS(=O)(=O)[C@H]2[C@H](C(=O)O)[C@H]21` gave 12-LOX inh -15%[57.4 µM].
`COc1ccccc1-c1cc2c(Nc3cccc(S(C)(=O)=O)c3)nccc2[nH]1` gave 12-LOX inh inconclusive.
For Cn1ccnc1-c1cn(CC2(c3ccccc3F)CCCC2)nn1 the results were 12-LOX inh 23%.
Screening Cc1ccccc1-c1nc(SCc2cc(=O)n3nc(C(C)C)sc3n2)n[nH]1 returned 12-LOX inh -30%.
`COc1ccc(-c2nc3cnccn3c2NCCC(=O)N2CCCC(C)C2)cc1` (stereo not drawn) gave 12-LOX inh inconclusive.
Screening COc1cc(C#N)ccc1OCc1cc(C#N)ccc1F returned 12-LOX inh inconclusive.
For COCC(=O)N1CCCC(C(=O)N2CCN(c3ccc(F)cc3)CC2)CCNC(=O)CC1 (stereo not drawn) the results were 12-LOX inh 25%.
Cc1ccc(C(=O)N2CC(C)(C)[C@@](C)(O)C2)cc1N1CCNC1=O was read as 12-LOX inh 44%[activator].
`Cc1cc2ccccc2n1CC(=O)NCc1ccccc1` gave 12-LOX inh 11%.
`CCOC(=O)C1=C(CNCc2cccc(C)c2)NC(=O)NC1c1cc(C)ccc1C` (stereo not drawn) gave 12-LOX inh 3%.
For Oc1ccccc1C=NC(N=Cc1ccccc1O)c1ccccc1O (stereo not drawn) the results were 12-LOX inh inconclusive.
Screening Cc1oc2cc(OC(C)C(=O)Nc3ccc4c(c3)OCO4)ccc2c(=O)c1-c1ccccc1 (stereo not drawn) returned 12-LOX inh -5%.
Cc1ccccc1CNC(=O)c1csc(-c2cccs2)n1 was read as 12-LOX inh -44%.
CCOc1ccc(CN(CCOC)C(=O)C2CCCN(C(N)=O)C2)cc1 (stereo not drawn) was read as 12-LOX inh -6%.
Screening CCCc1cc(=O)n2[nH]c(NC(=O)Cc3ccccc3)nc2n1 returned 12-LOX inh inconclusive.
For COc1ccc(-c2noc(-c3cccn3CC(=O)Nc3ccc(C)cc3)n2)cc1F the results were 12-LOX inh inconclusive.
CCc1c(C)sc(NC(=O)C(F)(F)C(F)(F)C(F)(F)F)c1C#N was read as 12-LOX inh inconclusive.
`CS(C)(=O)=O` gave 12-LOX inh 3%.
`O=C(NCc1ccc(C(=O)N2CCCCC2)cc1)C1NCCc2[nH]cnc21` (stereo not drawn) gave 12-LOX inh inconclusive.
`N#Cc1ccc(CN2CC[C@@]3(CCCN(C(=O)c4cccc(F)c4)C3)C2)cc1` gave 12-LOX inh -7%[57.4 µM].
`Cc1ccc(-c2ncc(C(=O)Nc3ccc(F)c(F)c3)c(-c3ccncc3)n2)cc1` gave 12-LOX inh inconclusive.
O=C(NCc1ccco1)c1ccc(CN2C(=O)NC3(CCS(=O)(=O)CC3)C2=O)cc1 was read as 12-LOX inh 33%[activator].
Screening Cc1nn2c(ncc3c(=O)[nH]ccc32)c1-c1ccccc1 returned 12-LOX inh inconclusive.
CC(C)C(NS(=O)(=O)Cc1ccc(F)cc1)c1cccs1 (stereo not drawn) was read as 12-LOX inh inconclusive.

Arranged by length of the SMILES (smallest number first): part of the list above.
`CS(C)(=O)=O` gave 12-LOX inh 3%.
Cc1ccccc1CNC(=O)c1csc(-c2cccs2)n1 was read as 12-LOX inh -44%.
For Oc1ccccc1C=NC(N=Cc1ccccc1O)c1ccccc1O (stereo not drawn) the results were 12-LOX inh inconclusive.
CC(C)C(NS(=O)(=O)Cc1ccc(F)cc1)c1cccs1 (stereo not drawn) was read as 12-LOX inh inconclusive.
Screening Cc1nn2c(ncc3c(=O)[nH]ccc32)c1-c1ccccc1 returned 12-LOX inh inconclusive.
Screening CCCc1cc(=O)n2[nH]c(NC(=O)Cc3ccccc3)nc2n1 returned 12-LOX inh inconclusive.
CCOc1ccc(CN(CCOC)C(=O)C2CCCN(C(N)=O)C2)cc1 (stereo not drawn) was read as 12-LOX inh -6%.
`O=C(NCc1ccc(C(=O)N2CCCCC2)cc1)C1NCCc2[nH]cnc21` (stereo not drawn) gave 12-LOX inh inconclusive.
`CCOC(=O)C1=C(CNCc2cccc(C)c2)NC(=O)NC1c1cc(C)ccc1C` (stereo not drawn) gave 12-LOX inh 3%.
`N#Cc1ccc(CN2CC[C@@]3(CCCN(C(=O)c4cccc(F)c4)C3)C2)cc1` gave 12-LOX inh -7%[57.4 µM].
O=C(NCc1ccco1)c1ccc(CN2C(=O)NC3(CCS(=O)(=O)CC3)C2=O)cc1 was read as 12-LOX inh 33%[activator].
Screening Cc1oc2cc(OC(C)C(=O)Nc3ccc4c(c3)OCO4)ccc2c(=O)c1-c1ccccc1 (stereo not drawn) returned 12-LOX inh -5%.

(listing goes on)
Screening OCCOCCn1cnc(-c2ccccc2)c1COCc1ccccc1 returned 12-LOX inh 31%[activator].
For O=c1oc2cc(OS(=O)(=O)c3ccccc3)ccc2cc1-c1ccccc1 the results were 12-LOX inh 11%.
For Cc1cccc(C)c1NC(=O)CNC(=O)c1nccnc1N the results were 12-LOX inh 6%.
Screening CCOC(=O)c1cnc2c(C)cc(C)cc2c1Nc1cccc(O)c1 returned 12-LOX inh -4%.
For CC(c1ccc(Cl)cc1)N(CCN(C)C)c1ccccn1 (stereo not drawn) the results were 12-LOX inh inconclusive.
Cc1nnc(CN(C)c2ccc(-c3nc(-c4cccc(Cl)c4)no3)cn2)o1 was read as 12-LOX inh 4%.
For S=C(NCCc1ccccc1)NC1CCCC1 the results were 12-LOX inh inconclusive.
`CC(=O)Nc1ccc(CN(C)C(C)c2cccs2)cc1` (stereo not drawn) gave 12-LOX inh 5%[176 µM].
CCCn1nc(C)c2c1NC(=O)CC2c1ccc(OCC(N)=O)c(OC)c1 (stereo not drawn) was read as 12-LOX inh 47%[activator].
Screening CCC(C)CN1C(=O)CN(S(C)(=O)=O)CC1(C)C(=O)Nc1c(C)cccc1C (stereo not drawn) returned 12-LOX inh 9%.
O=C(N/N=C/c1ccsc1)c1ccc(Cl)cc1 was read as 12-LOX inh inconclusive.
C=CCN(Cc1nc(-c2ccccc2)no1)C(=O)c1cccc(OC)c1OC was read as 12-LOX inh -26%.
Screening COc1ccc(C(=O)OCc2ccc(Cl)cc2)c(OC)c1OC returned 12-LOX inh 7%.
Cc1ccc(C(=O)N[C@H]2CO[C@H]3[C@@H]2OC[C@@H]3n2cc(CC3CCCCC3)nn2)cc1 was read as 12-LOX inh 8%[176 µM].
COc1nc2ccccc2nc1N1CCC(C(=O)NCc2cccc(C)c2)CC1 was read as 12-LOX inh 2%.
`COc1ccc(C2(CNC(=O)c3ccccc3)CCCCC2)cc1OC` gave 12-LOX inh 51%.
COc1ccc2c3c(n(C)c2c1)[C@H](CO)N(C(=O)Cc1ccccc1)CC31CCN(C(=O)Cc2ccccc2)CC1 was read as 12-LOX inh -17%.
For FC(F)(F)c1cccc(-n2c(SCc3cccc(Br)c3)nnc2-c2cccnc2)c1 the results were 12-LOX inh 5%.
`CN(C)CCN(C)Cc1cn(Cc2ccccc2)nc1-c1ccc2c(c1)OCO2` gave 12-LOX inh 27%.
For C=C(C)COc1ccccc1C(=O)NC(C(=O)O)c1c(C)n[nH]c1C (stereo not drawn) the results were 12-LOX inh 3%.
For O=C(c1ccccc1)c1c(-c2ccccc2)cc2ccccn12 the results were 12-LOX inh -18%.
Cc1cc(C)c2[nH]c(C(=O)O)cc2c1 was read as 12-LOX inh -7%.
COC(=O)[C@]12C[C@H](CC(=O)NCc3ccc(C)o3)C(=O)N(CCC3=CCCCC3)C1=C[C@H](COCc1ccccc1)O[C@@H]2C was read as 12-LOX inh -21%.
For Cc1ccc(C)n1C1C(=O)N(Cc2ccc(C(F)(F)F)cc2)c2c(F)cccc21 (stereo not drawn) the results were 12-LOX inh inconclusive.
For COc1ccc(-c2nc(CSCC(=O)NC3CCCCC3)co2)cc1 the results were 12-LOX inh 7%.
`CN(Cc1ccc(C(F)(F)F)cc1)C(=O)CCn1cnc2c1c(=O)n(C)c(=O)n2C` gave 12-LOX inh 71%[activator].
Screening COc1ccc(Nc2nc(C(=O)OCC(=O)c3ccccc3)cs2)cc1 returned 12-LOX inh -7%.
`COc1cc(OC)c(NC(=O)c2ncoc2-c2ccc(OC)c(OC)c2)cc1Cl` gave 12-LOX inh -12%.
Screening CC(C)NCC(=O)NC(=O)NC(C)C returned 12-LOX inh inconclusive.
Screening COC(=O)C[C@H]1C=C[C@@H](NS(=O)(=O)c2ccc(C)cc2)[C@@H](CO)O1 returned 12-LOX inh 6%.
O=C(O)CCNS(=O)(=O)c1ccc(OC(F)(F)F)cc1 was read as 12-LOX inh 4%.
O=C(c1cccc(F)c1)N1CC(Oc2cccc(-c3nc(-c4ccccc4)no3)c2)C1 was read as 12-LOX inh -3%.
COc1cccc(C(N)=O)c1OCc1ccccc1 was read as 12-LOX inh 11%.
`COP(=O)(OC)c1nc(Cc2ccc(Cl)cc2)oc1NCc1ccco1` gave 12-LOX inh inconclusive.
`Cc1c2ccccc2c(CSC(=N)N)c2ccccc12` gave 12-LOX inh inconclusive.
Cc1cccc(O[C@H]2COCCN(c3nc4ccccc4s3)C2)n1 was read as 12-LOX inh 17%[176 µM].
`Cc1ccc(CN2CCCCCCNC(=O)[C@@H]3CCC[C@@H]32)o1` gave 12-LOX inh 76%[activator].
Screening CS(=O)(=O)NC[C@H]1Cn2c(-c3ccc(F)cc3)cnc2CO1 returned 12-LOX inh -1%[176 µM].
For COc1ccc(OC)c(CNC(=O)c2cc(Br)ccc2O)c1 the results were 12-LOX inh -39%.
For COCC(=O)NC[C@H]1O[C@@H](CO)[C@@H](O)[C@H]1N1CCN(c2ccccc2OC)CC1 the results were 12-LOX inh 61%[activator].
c1ccc(-c2noc(-c3cncnc3NCC3CCCCC3)n2)cc1 was read as 12-LOX inh 66%[activator].
`COC(=O)[C@H](Cc1ccccc1)N(Cc1cn(Cc2ccccc2)nn1)S(=O)(=O)c1ccccc1Br` gave 12-LOX inh 7%.
`CCn1c(C)c(C(C)=O)c2cc(OCC(O)CN3CCOCC3)ccc21` (stereo not drawn) gave 12-LOX inh inconclusive.
For CSc1ccccc1C(=O)Nc1ccccc1-c1ccccc1 the results were 12-LOX inh inconclusive.
CCCc1nc(C(=O)NC2CCCc3nc(N(C)C)ncc32)cs1 (stereo not drawn) was read as 12-LOX inh 26%.
COc1ccc(Nc2ncc(C(=O)Nc3cc(Cl)ccc3OC)c3ccccc23)cc1 was read as 12-LOX inh inconclusive.
COCCc1noc(CC2CCOC3(CCN(Cc4cccc(OC)c4OC)CC3)C2)n1 (stereo not drawn) was read as 12-LOX inh 47%[activator].
Screening Cc1ccc(S(=O)(=O)N2[C@@H]3CC[C@H]2CC(NC(=O)c2ccncc2)C3)c(C)c1 (stereo partly drawn) returned 12-LOX inh 18µM*.
